PvdQ inh: blocks Pseudomonas aeruginosa PvdQ acylase activity. inhibition, % at 10 µM. AID 488965. 0.063% of 340,000 active. purified PvdQ acylase, fluorescence plate reader; in the data active = inhibition above about 30%, passing the limit was not always enough;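 also: 0% = vehicle neutral wells and 100% = reference inhibitor wells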
MITF TRPM1 HTS: activators of MITF-driven TRPM1 promoter activity in SK-MEL-5 cells. SK-MEL-5 TRPM1-promoter luciferase, 24 h; % of positive control, neutral wells = 0. activation, % at 12.5 µM. 0.75% of 300,000 active. AID 588334;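 active = mean activation of at least 80% with every replicate also reaching 80%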;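 also: 0% = neutral control wells and 100% = parthenolide positive control wells; values of inactives mirror those of a sister screen read the other way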
CAL PDZ FP-1: human CAL PDZ-peptide interaction inhibition. Q9HD26. purified CAL PDZ, TMR-peptide fluorescence polarization, 1 h. inhibition, % at 20 µM. 0.02% of 330,000 active. AID 504414;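 active = highest replicate inhibition of at least 40%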;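 also: plate controls were DMSO neutral control wells for no effect and unlabeled competitor peptide control wells for full effect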
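Material – purified CerCALP PDZ construct · Detection – FP readout, S and P plane fluorescence · Measure – percent inhibition from loss of millipolarization · Controls – unlabelled peptide for full inhibition, DMSO wells as neutral · Probe or stimulus – TMR-labelled reporter peptide T*-PRC34 bound in PDZ groove · Times – 1 h at RT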
SR-BI DiI-HDL act: activators of SR-BI mediated HDL lipid uptake; CHO ldlA[mSR-BI] cells, DiI-HDL uptake fluorescence, 3 h; 100 = double the neutral-control signal; activation, % at 12.5 µM; 0.096% of 320,000 active; AID 504775;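 active = mean replicate activation of at least 60% and every replicate at or above 60%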;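 also: 0% = median plate neutral-control signal and 100% = twice that signal; values of inactives mirror those of a sister screen read the other way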
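Test system: SR-BI-overexpressing, LDLR-lacking CHO cells. Measured by: DiI fluorescence, bottom read. Medium: Ham's F12 with 0.5% BSA, HEPES 25 mM, pH 7.4. Timing: 3 h uptake period with compound, 37 °C.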
NSD2 HMT inh: NSD2 (human) methyltransferase inhibition; O96028; NSD2 peptide methylation, AlphaScreen, 120 min; inhibition, % at 12.5 µM; 0.54% of 310,000 active; AID 743445; in the data active = inhibition above about 50%
PfHsp90 yeast 2: inhibits growth of yeast expressing Plasmodium falciparum Hsp90; S. cerevisiae expressing PfHsp90, BacTiter-Glo ATP, 48 h; yeast lacking PDR1 and PDR3 efflux regulators; inhibition, % at 9.4 µM; 0.32% of 310,000 active; AID 504621;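 active = every replicate shows inhibition above about 80%, whatever the replicate mean, limit read from the data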;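 also: 0% = DMSO neutral controls and 100% = 20 µM radicicol positive controls; yeast relying on Plasmodium falciparum Hsp90 in place of its own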
dFosB act: enhances mouse delta FosB homodimer DNA binding. purified delta FosB, TAMRA-CDK5 oligo fluorescence polarization; percent of positive-control signal above neutral wells. activation, % at 25 µM. P13346. 0.99% of 340,000 active;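 active = mean activation above about 17%, with every replicate also reaching it, limit read from the data, passing the limit was not always enough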;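 also: fluorescence polarization rise as delta FosB binds a TAMRA Cdk5 AP-1 oligo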
Target sequence (P13346 whole entry, looked up): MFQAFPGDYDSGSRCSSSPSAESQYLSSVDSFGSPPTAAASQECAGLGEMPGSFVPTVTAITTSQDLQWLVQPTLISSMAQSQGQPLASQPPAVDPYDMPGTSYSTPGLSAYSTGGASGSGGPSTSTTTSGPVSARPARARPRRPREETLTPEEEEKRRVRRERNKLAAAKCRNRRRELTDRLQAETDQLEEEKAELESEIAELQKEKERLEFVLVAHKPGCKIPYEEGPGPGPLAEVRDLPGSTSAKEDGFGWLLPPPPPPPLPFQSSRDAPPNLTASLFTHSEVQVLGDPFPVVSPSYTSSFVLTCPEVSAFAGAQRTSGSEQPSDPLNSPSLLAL
CAL PDZ FP-2: inhibitors of human CAL PDZ peptide binding; purified CAL PDZ, TMR-peptide fluorescence polarization, 1 h; inhibition, % at 24.9 µM; 0.92% of 300,000 active; AID 602252;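 active = mean inhibition of at least 30% with at least half of replicates also reaching 30%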;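 also: 0% = DMSO neutral control and 100% = excess unlabeled competitor peptide PRC23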
Rtt109 HAT inh: inhibitors of Candida albicans Rtt109/Vps75 histone acetyltransferase; Q5AAJ8; AID 540336; inhibition, % at 34.9 µM; 0.16% of 330,000 active; purified Rtt109/Vps75, ThioGlo CoA-SH fluorescence, 4 h;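 active = inhibition of at least 50% in every replicate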
SR-BI HDL uptake: mouse SR-BI HDL lipid transfer inhibition. Q61009. ldlA[mSR-BI] CHO cells, DiI-HDL uptake fluorescence, 3 h. inhibition, % at 12.5 µM. 0.96% of 320,000 active;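 active = mean replicate inhibition of at least 70% and a set share of replicates each scoring 70 or more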;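 also: 0% = median of neutral control wells and 100% = median of positive control wells; values of inactives mirror those of a sister screen read the other way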
Target sequence (Q61009 whole entry, looked up): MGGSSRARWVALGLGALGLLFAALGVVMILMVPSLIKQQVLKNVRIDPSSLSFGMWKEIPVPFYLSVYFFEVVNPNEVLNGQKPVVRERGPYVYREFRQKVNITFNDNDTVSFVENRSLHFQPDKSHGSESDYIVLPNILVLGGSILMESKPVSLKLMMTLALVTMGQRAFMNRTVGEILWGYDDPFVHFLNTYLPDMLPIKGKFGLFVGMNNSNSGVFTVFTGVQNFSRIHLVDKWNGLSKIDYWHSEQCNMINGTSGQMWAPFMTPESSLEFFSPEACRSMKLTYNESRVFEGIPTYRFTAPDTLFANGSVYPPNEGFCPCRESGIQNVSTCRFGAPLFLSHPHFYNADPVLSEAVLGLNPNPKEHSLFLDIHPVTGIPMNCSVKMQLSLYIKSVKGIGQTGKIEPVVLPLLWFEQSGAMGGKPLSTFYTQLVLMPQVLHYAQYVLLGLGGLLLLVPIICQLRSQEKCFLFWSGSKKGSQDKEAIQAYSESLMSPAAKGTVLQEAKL
* hit, by the source's call; nt = no result given.

SMILES	PvdQ inh	MITF TRPM1 HTS	CAL PDZ FP-1	SR-BI DiI-HDL act	NSD2 HMT inh	PfHsp90 yeast 2	dFosB act	CAL PDZ FP-2	Rtt109 HAT inh	SR-BI HDL uptake
COC(=O)Cc1cc(=O)n(-c2nc3ccccc3s2)[nH]1	3	-11	-4.1	5	0	1	-14	-3	nt	-5
O=C1C=CC(=O)N1c1ccccc1N1C(=O)C=CC1=O	-23	-94	1.8	11	6	nt	6	nt	-3	-11
Cn1cnnc1Sc1ccc(/C=C(\CCC(=O)O)c2nc3ccccc3s2)cc1[N+](=O)[O-]	-13	-9	-1.0	5	0	-22	-5	2	14	-5
CC(C)(C)c1nnc(NS(=O)(=O)c2ccc(F)cc2)s1	-12	nt	0.3	17	-1	12	5	1	-2	-17
O=[N+]([O-])c1ccc(N=Nc2c(Cl)cc(O)cc2Cl)cc1	14	-22	nt	-7	nt	131*	-10	-5	0	7
Cc1ccc(NC(=O)CSCC(=O)N(CCC(C)C)c2c(N)n(Cc3ccccc3)c(=O)[nH]c2=O)cc1	2	-6	-1.7	16	-3	nt	-10	-3	44	-16
Cc1onc(-c2ccccc2)c1C(=O)N=C(N)c1ccc(C(F)(F)F)cc1	-14	nt	-0.1	3	-4	-15	-11	nt	-1	-3
CC(C)N=C1NN=C(c2cccs2)CS1	-7	35	0.2	13	-4	-20	-1	nt	6	-13
Cn1c(SCC(=O)Nc2sc3c(c2C#N)CCC3)nnc1C1COc2ccccc2O1 (configuration not stated)	1	0	-1.5	-7	-1	-15	0	1	7	7
CCOc1ccc(N2C(=O)c3ccccc3NC2(C)CC)cc1 (configuration not stated)	3	124*	0.0	-3	-3	nt	5	-7	-8	3
C#CCN1C=CC(=O)[C@@H](OC(=O)NCCC)[C@H]1c1ccccc1Br	-8	-4	0.1	11	nt	5	-5	-4	0	-11
O=C(CCc1nc2ccccc2c(=O)[nH]1)N1CCN(S(=O)(=O)c2cccc(F)c2)CC1	-10	12	-2.8	18	11	-5	-7	0	4	-18
CCc1ccc(NC(=O)[C@H](C)NC(=O)C2CCN(C(=O)[C@@H](N)CC(C)C)CC2)cc1	-12	-6	1.4	nt	-2	-6	-6	4	-8	nt
Nc1nc(Cl)cc(Oc2ccccc2F)n1	-9	-1	-0.3	nt	-5	2	-2	nt	-5	nt
COc1ccc2c(c1)c(=O)oc1c(C)c(OCC(=O)N3CCc4ccccc4C3)ccc12	-5	14	-2.4	-4	1	-4	-2	2	-3	4
COc1cccc(CC(=O)NNC(=O)c2ccc3c(c2)OCO3)c1	-6	2	-2.6	9	nt	8	-1	-2	-6	-9
CCCN1CCN(C(=O)C2CCN(S(=O)(=O)c3ccc4c(c3)oc(=O)n4C)CC2)CC1	-14	3	-0.2	14	nt	-18	3	nt	-32	-14
COc1ccc(C(CNC(=O)c2ccc(-c3cccc(C(F)(F)F)c3)o2)N2CCOCC2)cc1 (configuration not stated)	9	13	-3.2	16	0	4	-1	1	14	-16
CN(CCCCCC(=O)/C=N/O)Cc1ccccc1	-10	7	0.1	9	29	-1	4	-1	-3	-9
CC(CCCC(C)(C)O)CC1C2=C(CCCC2=O)OC2=C1C(=O)CCC2 (configuration not stated)	-13	8	nt	-16	-3	1	-5	-5	-3	16
CC(=O)N1Cc2ccccc2C(C)CC12CCCCC2 (configuration not stated)	-1	-8	-2.8	-6	5	2	1	-2	11	6
CC(=O)Oc1ccc(/C=N/NC(=O)C2CCCN2S(=O)(=O)c2ccc(Cl)cc2)cc1 (configuration not stated)	-7	-3	-2.7	26	4	-19	-7	-1	4	-26
CC(=O)Nc1ccc(S(=O)(=O)NCC(=O)OCC(=O)NCc2ccc3c(c2)OCO3)cc1	-11	14	-1.5	-23	nt	-6	-10	-1	2	23
COc1cccc(N(CC(=O)N2CCN(c3ccccc3OC)CC2)S(C)(=O)=O)c1	-7	nt	-2.7	5	1	15	-3	-1	1	-5

Compound profiles, as listed above. Values in the order: PvdQ inh | MITF TRPM1 HTS | CAL PDZ FP-1 | SR-BI DiI-HDL act | NSD2 HMT inh | PfHsp90 yeast 2 | dFosB act | CAL PDZ FP-2 | Rtt109 HAT inh | SR-BI HDL uptake
CCOc1ccc(N2C(=O)c3ccccc3NC2(C)CC)cc1 (configuration not stated) is listed with 3 | 124* | 0.0 | -3 | -3 | nt | 5 | -7 | -8 | 3
CCc1ccc(NC(=O)[C@H](C)NC(=O)C2CCN(C(=O)[C@@H](N)CC(C)C)CC2)cc1 is listed with -12 | -6 | 1.4 | nt | -2 | -6 | -6 | 4 | -8 | nt
COc1cccc(CC(=O)NNC(=O)c2ccc3c(c2)OCO3)c1 is listed with -6 | 2 | -2.6 | 9 | nt | 8 | -1 | -2 | -6 | -9
CC(=O)Nc1ccc(S(=O)(=O)NCC(=O)OCC(=O)NCc2ccc3c(c2)OCO3)cc1 is listed with -11 | 14 | -1.5 | -23 | nt | -6 | -10 | -1 | 2 | 23

Continuation:
SMILES	PvdQ inh	MITF TRPM1 HTS	CAL PDZ FP-1	SR-BI DiI-HDL act	NSD2 HMT inh	PfHsp90 yeast 2	dFosB act	CAL PDZ FP-2	Rtt109 HAT inh	SR-BI HDL uptake
Cc1ccc(N(CC(=O)NC2CCCCC2)S(=O)(=O)c2c(C)noc2C)cc1	-16	2	-2.1	30	1	-3	-7	28	0	-30
CC(=O)Nc1nc(C)c(Oc2ccccc2)c(=O)[nH]1	-8	nt	-0.5	12	-2	9	-5	-1	0	-12
CC(=O)Cc1nsc(NC(=O)c2ccc(F)cc2)n1	-8	10	-2.6	29	-3	-37	-1	-4	27	-29
CCOC(=O)c1cccc(NC(=O)COc2ccc([N+](=O)[O-])cc2)c1	6	-3	-2.8	0	-4	9	-4	-2	13	0
Cc1c(NC(=O)c2ccco2)cccc1-c1nc2cccnc2s1	-5	nt	-0.1	-22	nt	-21	-9	-7	-24	22
COc1cc(C(=O)N2CCN(C(=O)c3ccco3)CC2)cc(OC)c1OC	-8	-1	-2.8	nt	32	-4	0	3	-15	nt
Cc1ccc(S(=O)(=O)N(CC(=O)NCc2ccco2)Cc2ccc(F)cc2)cc1	-12	-5	-0.9	24	3	-6	1	-2	5	-24
c1ccc(N2CCN(c3ncnc4scc(-c5cccs5)c34)CC2)cc1	-2	-10	nt	-64	1	-5	-4	-17	14	64
O=C(CCCOc1ccc(Cl)cc1Cl)NCCc1nnc2ccccn12	-4	17	-1.3	-2	12	0	-4	0	6	2
COC(CNS(=O)(=O)c1ccc(S(=O)(=O)NC2CC2)cc1)OC	-8	14	-17	12	-1	0	-6	-4	-5	-12
COc1ccc(CCN2CC(C(=O)OC(C)C(=O)Nc3cccc(Cl)c3)CC2=O)cc1OC (configuration not stated)	-14	-1	0.5	-53	1	-21	-11	nt	-1	53
CCOC(=O)CC1C(=O)NCCN1C(=O)COc1ccc(Br)cc1C (configuration not stated)	-9	0	nt	1	nt	3	-4	-6	4	-1
Cc1cc(C)cc(NC(=O)CN2C(=O)C3CC=CCC3C2=O)c1 (configuration not stated)	-12	-3	-0.9	7	-1	-13	-2	-2	-1	-7
O=C(O)c1ccc(C2NCC(c3ccccc3Cl)c3c2[nH]c2ccccc32)cc1 (configuration not stated)	-2	-18	-0.5	10	4	nt	-11	3	12	-10
CCN(C(=O)C1CCCN(c2ncnc3c2nc2n3CCCCC2)C1)c1cccc(Cl)c1 (configuration not stated)	-18	-17	-3.4	8	4	22	-13	-4	10	-8
C#C[C@]1(O)CC[C@H]2[C@@H]3CCC4=Cc5oncc5C[C@]4(C)[C@H]3CC[C@@]21C	9	-1	-0.8	-18	nt	-8	-7	1	13	18
CCCCN(C(=O)CN(C)CC(=O)Nc1cccc(OC)c1)c1c(N)n(CCCC)c(=O)[nH]c1=O	-12	-6	1.2	-1	-4	-6	-15	-1	-6	1
CCOC(=O)c1cc(-c2ccc(OC)cc2)nc2c1c(C)nn2CCC#N	-11	6	-3.4	-74	-2	-16	-19	-1	-43	74*
CC(=O)c1c(C)[nH]c(C(=O)OC2CCOC2=O)c1C (configuration not stated)	-13	nt	-1.0	10	2	nt	5	2	5	-10
O=C(N/N=C/c1cccc(F)c1)c1c(O)c2c([nH]c1=O)CCCC2	2	43	-2.6	-8	1	-20	6	1	-13	8
CSC1=NCCN1C(=O)c1ccc(S(=O)(=O)N2CCCCC2)cc1	-2	1	0.0	nt	nt	-5	-1	0	-7	nt
CC1CCN(C(=O)Cn2c(=O)n(Cc3ccc4c(c3)OCO4)c(=O)c3ccccc32)CC1	9	-7	nt	13	nt	-17	-2	-2	-2	-13
CCNC(=S)NNC(=O)c1ccccn1	-6	-11	0.4	12	-20	-6	-2	-2	8	-12
Cc1ccsc1C(=O)NC1CCCCC1C (configuration not stated)	-10	9	-0.6	5	-4	7	-1	-3	3	-5
CSCC[C@H](NC(=O)OC(C)(C)C)c1nnc(SCC=C(C)C)o1	-6	13	-1.1	12	1	nt	1	-2	6	-12
COc1ccc(NC(=O)CO/N=C(\C)c2cccs2)cc1	-21	4	-1.8	-3	-2	-5	1	-2	nt	3
CCOc1ccc(OCC)c(NC(=O)C2CCCN(S(=O)(=O)c3ccc(C)cc3)C2)c1 (configuration not stated)	10	-11	-0.6	-26	-5	-7	-7	-2	6	26
NNc1nc(-c2ccccc2)nc(-c2ccccc2)c1Br	-12	nt	-1.9	-3	12	8	-8	-2	0	3
Cc1csc(NC(=O)CSc2nncc(=O)n2N)n1	-18	-12	0.1	9	-4	-9	5	-2	-2	-9
Cc1cc2ncn(S(=O)(=O)c3ccc(S(=O)(=O)N4CCCCCC4)cc3)c2cc1C	10	9	-2.7	10	nt	-3	-5	-5	26	-10
Cn1c2ccccc2c2ncn(CCN3CCOCC3)c(=O)c21	-8	-3	-0.5	18	9	-57	2	-8	-1	-18
O=C(/C=C/c1ccc(Br)cc1)NC(=S)NNC(=O)c1ccco1	-16	-11	-2.4	-11	-1	34	-5	1	25	11
COc1cc(C(=O)NC(=S)Nc2ccc(Cl)c(C(=O)O)c2)cc(OC)c1OC	-18	-6	nt	-10	1	-10	-1	40*	8	10
CCOC(=O)CSc1nnc(CNC(=O)c2cccc(C)c2)n1-c1ccccc1OC	12	-6	nt	10	1	13	-5	-1	-6	-10
COc1cc(OC)c(-c2oc3ccccc3c(=O)c2O)c(OC)c1	-11	1	-0.6	-13	-1	-3	-6	-3	-3	13
COc1cccc(N2CCN(S(=O)(=O)c3cn(C)cn3)CC2)c1	13	-5	-0.3	1	4	12	-3	-6	8	-1
CCOC(=O)N1CCC(Nc2nc3ccccc3nc2NS(=O)(=O)c2ccc(Cl)cc2)CC1	-18	-4	-1.9	8	0	4	-7	-1	5	-8
O=C(Nc1ccccc1C(=O)NC1CC1)c1ccc([N+](=O)[O-])o1	13	-47	-0.2	9	2	9	3	-4	4	-9
O=C(CCC(=O)N1CCc2ccccc2C1)N1CCN(S(=O)(=O)c2ccccc2)CC1	-10	nt	-0.3	4	0	12	-9	-3	2	-4
O=C(NCC1CCCO1)/C(=C/c1ccccc1)NC(=O)c1ccccc1 (configuration not stated)	-12	3	-0.8	-10	-3	27	3	-3	-5	10
